# Source: PubChem BioAssay (several laboratories)
# NOD2-RIPK2 inh – blocks binding of human NOD2 to RIPK2; O43353; CHO BLA complementation NOD2-RIPK2, CCF4 ratio; inhibition, % at 4.98 µM; 360,000 compounds, 0.38% hits; in the data active = inhibition above about 21%;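 also: 0% = vehicle only and 100% = reference blocker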
# SRC1 inh – human NCOA1 inhibition. HEK293 GAL4-SRC1 luciferase reporter, luminescence. inhibition, % at 3.6 µM. 360,000 compounds, 0.12% hits;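 active = inhibition above the campaign mean plus 3 SD, with each screening campaign given its own cutoff, cut at about 60% in these data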;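 also: 0% = DMSO treated cells and 100% = gossypol at 36 µM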
# NCOA3 inh – inhibitors of human steroid receptor coactivator 3 (SRC3). Q9Y6Q9. HEK293 GAL4-SRC3 luciferase reporter, luminescence. inhibition, % at 3.6 µM. 360,000 compounds, 0.17% hits;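 active = inhibition above a per-campaign cutoff, the mean of all compounds plus 3 SD, cut at about 60% in these data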;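 also: 0% = DMSO-treated cells and 100% = gossypol-treated cells at 36 µM; higher means less SRC3-driven luciferase light from the GAL4 reporter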
# NR2F2 inh – inhibitors of human COUP-TFII (NR2F2); P24468; HEK293T NGFI-A luciferase reporter, luminescence; inhibition, % at 8.6 µM; 370,000 compounds, 0.7% hits; AID 686940;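 active = inhibition above a per-plate cutoff, mean inhibition of test wells between control levels plus 3 SD, cut at about 38% in these data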;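 also: cells cotransfected with COUP-TFII expression vector driving the NGFI-A reporter; 0% = median of COUP-TF2 test wells and 100% = reporter-only cells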
# C8 TRAIL sens – sensitizes caspase-8 expressing cells to TRAIL; inhibition (viability loss, TRAIL sensitization), % at 10 µM; 360,000 compounds, 1% hits; NB7+C8 cells + TRAIL, ATPlite viability luminescence;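 active = compounds causing at least 50% loss of cell viability in the single-dose screen, relative to plate controls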
# EBV LMP1 NFkB – reduces LMP1-driven NF-kappaB luciferase signal; LMP1-induced NF-kappaB luciferase reporter cells, luminescence; inhibition, % at 12.5 µM; 350,000 compounds, 0.69% hits; in the data active = inhibition above about 41%; inconclusive = no clear call, values can overlap the other calls;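 also: 0% = neutral control wells and 100% = reference inhibitor control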
# TLR9-MyD88 inh – inhibitors of human TLR9-MyD88 binding; Q9NR96+Q99836; 340,000 compounds, 0.21% hits; CHO BLA complementation TLR9-MyD88, CCF4 FRET ratio; inhibition, % at 4.98 µM;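 active = inhibition above the mean over all tested compounds plus 3 SD, cut at about 21% in these data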;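 also: 0% = DMSO only wells and 100% = clavulanate BLA inhibitor control wells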
# Vif imaging – HIV Vif inhibition; 340,000 compounds, 0.35% hits; inhibition, % at 7.49 µM; AID 602346; HEK293T cells, Vif self-association by quenched fluorescence, imaging, 24 h; in the data active = inhibition above about 50%, passing the limit was not always enough; inconclusive = no clear call, values can overlap the other calls; inactive = below about 31%; also: some results filed as inactive read as strong as hits
# NCOA2 inhibitor – human SRC2 (NCOA2) inhibition | AID 651957 | inhibition, % at 9 µM | Q15596 | 370,000 compounds, 0.17% hits | HEK293 GAL4-SRC2 luciferase reporter, luminescence;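 active = inhibition above the mean inhibition of all tested compounds plus 3 SD, set per campaign, cut at about 52% in these data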;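 also: 0% = DMSO treated cells and 100% = cells given Gossypol at 36 µM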
# TROY NFkB inh – blocks TROY-dependent signaling in reporter cells; 360,000 compounds, 0.98% hits; AID 1347056; inhibition, % at 10 µM; Q293 LMP1-TROYcd NF-kB luciferase reporter, 4 h;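 active = compounds whose plate-normalised and pattern-corrected inhibition of the luciferase reporter signal at the single screening dose is 50% or more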
# LRH-1 inv ag – inverse agonists of human LRH-1 (NR5A2) | 360,000 compounds, 0.13% hits | AID 602396 | inhibition, % at 3.6 µM | HEK293T StAR-luciferase reporter, LRH-1 transfected, 24 h;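 active = inhibition above the mean inhibition of all tested compounds plus 3 SD, cut at about 73% in these data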;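 also: 0% = DMSO wells and 100% = reporter-only cells lacking LRH-1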
# Numbers without * were called inactive; ? = inconclusive; / = not tested or not shown. Not all compounds are listed; the hit share may differ from the screen's.
SMILES,NOD2-RIPK2 inh,SRC1 inh,NCOA3 inh,NR2F2 inh,C8 TRAIL sens,EBV LMP1 NFkB,TLR9-MyD88 inh,Vif imaging,NCOA2 inhibitor,TROY NFkB inh,LRH-1 inv ag
O=C(NCc1ccco1)c1ccc2c(c1)N(Cc1ccccc1)CCS2,10,50,39,8,9,-27,6,2,17,-41,35
COc1ccccc1N(C)S(=O)(=O)c1ccc(C(=O)OCC(=O)N(C)c2ccccc2)cc1,0,3,-1,5,-4,1,-9,/,-15,1,3
O=C(CSc1ccc(-c2ccccn2)nn1)NCc1ccc(F)cc1,-1,-7,8,-28,-8,-7,-5,4,-3,-12,2
O=C1CCC(C(=O)N(CCO)Cc2ccccc2)CN1CCCN1CCOCC1 (stereo not drawn),-2,3,9,-4,-16,-5,-18,2,-5,-15,10
CCn1cc(C(=O)OCC(=O)Nc2c(C)cccc2C)c(=O)c2ccc(C)nc21,-7,-19,13,-13,4,-14,-6,-4,-11,-22,2
COc1cc(OC)nc(NC(=O)CN2CCN(c3ccc(F)cc3)CC2)n1,-2,-21,4,/,-1,-13,-7,4,/,1,-2
COc1cc(C2CC(=O)c3cnc(NC(=O)c4ccco4)nc3C2)cc(OC)c1OC (stereo not drawn),-10,-24,-3,3,-6,-4,0,2,-18,-7,-2
COC(=O)c1ccc(CSc2ncnc3c2oc2ccccc23)o1,-9,10,26,6,-10,-2,-1,21,-11,17,2
O=C(Oc1c(Br)cc([N+](=O)[O-])cc1Br)c1cccnc1,4,3,3,3,3,6,4,-27,-6,5,12
COc1ccccc1N1CCN(C2CCN(S(=O)(=O)c3ccc(NC(C)=O)cc3)CC2)CC1,1,-57,13,-8,5,5,5,18,-33,-12,1
O=C(NCc1ccccc1)c1ccc(/C=N/O)nc1,6,-17,10,-2,5,-5,5,?,-33,2,-6
CC1CC2(CCCCC2)N2C(=O)C(=O)c3cccc1c32 (stereo not drawn),2,6,-9,0,3,11,-1,-3,-2,11,28
COc1ccc(C(O)c2nc(-c3cc4ccccc4o3)cs2)cc1 (stereo not drawn),3,-6,-27,-26,5,/,/,-9,-38,-32,-32
COC(=O)c1cccc(N(C(=O)c2cnccn2)C(C(=O)NC2CCCCC2)c2cn(C)nc2C)c1 (stereo not drawn),-11,2,10,17,-5,1,-13,-2,-25,-1,-15
CCOC(=O)COc1ccc(CCNC(C)=O)cc1,-3,-3,4,-3,-3,-2,2,22,-5,0,5
CCc1nc2ccc(C(=O)Nc3cc(-c4ccccc4)ccc3OC)cn2c1N(CCN(C)C)CC1CC1,-3,4,-24,1,24,/,/,11,22,-8,5
Cc1ccc(N2CCN(C(=O)c3ccccc3NC(=O)/C=C\C(=O)O)CC2)cc1,-4,-4,10,/,-11,5,-5,4,/,-32,-33
CCOC(=O)c1ccc(NC(=S)N2CCN(Cc3ccccc3)CC2)cc1,-1,1,1,-12,5,5,-2,-5,1,2,-29
Cc1c(C(C)NC(=O)c2ccc3nc(Cc4ccccc4F)oc3c2)cnn1C (stereo not drawn),9,-8,-6,-12,-2,-4,-10,-7,-5,-5,-30
COC(=O)c1cccc(NC(=O)C2C3CCC(C3)C2C(=O)O)c1 (stereo not drawn),-4,-7,14,-8,-7,2,-1,7,-8,-2,-23
O=C(COC(=O)c1ccc(C(F)(F)F)cc1)Nc1cccc(S(=O)(=O)N2CCCCC2)c1,-2,-15,-1,11,-5,1,-14,0,16,21,17
Cc1cc2ccccn2c1C(=O)c1ccc([N+](=O)[O-])o1,-1,14,31,0,41,9,-6,0,10,-17,62
O=C(N/N=C/c1ccncc1)c1cccc(NC(=O)c2ccccc2Cl)c1,-5,-2,-16,-12,-2,4,3,-2,-17,3,-6
O=C(CCc1ccccc1)NCCSc1ccccc1,2,-30,-21,-15,2,-5,15,1,-41,-40,-34
O=C(N/N=C/c1ccccn1)C1CC1,-7,-3,-5,8,-23,2,-10,0,-30,-6,-10

# Carrying on:
SMILES,NOD2-RIPK2 inh,SRC1 inh,NCOA3 inh,NR2F2 inh,C8 TRAIL sens,EBV LMP1 NFkB,TLR9-MyD88 inh,Vif imaging,NCOA2 inhibitor,TROY NFkB inh,LRH-1 inv ag
Cc1ccc(S(=O)(=O)NCC(=O)OCC(=O)N2C(C)CCCC2C)cc1 (stereo not drawn),6,-16,-6,-12,-10,-5,0,-1,-41,-5,11
COCCNC(=O)c1ccc(-n2c(SCc3ccncc3)nc3ccccc3c2=O)cc1,-1,-18,5,-7,-15,4,-3,0,4,1,-3
CCOc1ccc(S(=O)(=O)Nc2cccc(-c3ccc(N4CCCCCC4)nn3)c2)cc1,1,-31,-5,-11,8,-20,5,0,-50,5,-27
OCc1cn(-c2ccccc2)nc1-c1cc2ccccc2o1,-7,-88,-92,-48,11,-34,0,-7,-71,-75,-209
COc1cc([N+](=O)[O-])cc(/C=N/NC(=O)Cn2nc(C)cc2C)c1O,-7,-8,2,-8,3,-1,2,-1,-16,-12,11
Cc1ccc(S(=O)(=O)N2CCCC(C(=O)NCCC(C)C)C2)cc1 (stereo not drawn),-3,-10,4,7,4,-1,5,-13,12,18,12
Cn1c(=O)c2c(nc(Br)n2CCCc2ccccc2)n(C)c1=O,-11,1,5,6,0,-2,-6,-5,-10,1,3
CCN1C(=O)CC(NC2CCN(C(=O)c3ccc(F)cc3)CC2)C1=O (stereo not drawn),-5,9,14,1,1,1,14,4,-11,14,21
O=C1c2ccccc2C(=O)N1CCCc1nc(-c2ccccc2)no1,-3,5,-6,-20,-7,-3,7,4,-8,3,5
O=S(=O)(c1cccs1)N1CCN(CCOc2ccc(Cl)cc2)CC1,9,17,21,26,9,9,-3,-1,25,30,9
O=C(CSc1ccc(Cl)cc1)Nc1ccc(-c2nc3ccccc3[nH]2)cc1,-15,-27,-18,-8,26,-25,0,16,-19,-20,-16
COc1cccc(NC(=O)CCC2CCN(C(=O)c3c(C)noc3C)CC2)c1,-3,-6,-14,16,-9,0,7,-8,-11,-25,13
CCCCN(C)C(=O)C1CCCN(S(=O)(=O)c2ccc3c(c2)oc(=O)n3C)C1 (stereo not drawn),-1,6,9,2,-8,-4,-6,/,0,2,4
FC(F)(F)c1cccc(NC(=S)N2CCN(c3ccccc3)CC2)c1,-9,8,12,13,-4,-2,1,-14,15,-12,7
Cc1nc(SCC(=O)NC2(C#N)CCCC2)n(CC(C)C)c1C,-3,-20,-3,-8,19,-6,-8,-13,5,-11,-12
O=C(CSC1=NCCS1)Nc1nc2ccccc2s1,7,-20,-18,-12,-19,2,-10,-3,-22,13,-42
COCCNc1oc(-c2ccccc2Cl)nc1S(=O)(=O)c1ccc(C)cc1,-9,-3,9,2,-13,-9,-1,8,-6,16,12
CC1CCN(S(=O)(=O)c2ccc3c(c2)c(=O)c(C(=O)NCc2ccco2)cn3C)CC1,3,4,13,4,27,8,-5,-9,-31,24,5
C[C@@H](NC(=O)C[C@@H]1C[C@@H]2c3cc(NS(=O)(=O)c4ccc(F)cc4)ccc3O[C@@H]2[C@@H](CO)O1)c1ccccc1,3,6,-8,-9,-7,-3,6,/,17,12,-3
CCSCCOC(=O)C1=C(C)N(C)C(=O)NC1c1cc(OC)ccc1OC (stereo not drawn),6,-23,14,3,1,-7,-12,3,27,16,-26
NS(=O)(=O)CCCc1ccccc1,7,-7,-5,-3,-11,0,8,-6,-9,12,1
O=S(=O)(NCc1csc(-c2ccccc2)n1)c1ccc(Cl)s1,-7,8,13,13,3,-1,6,-6,-6,-12,-14
COc1cccc(-c2sc3ccc(OC)cc3c2-c2ccc(C(N)=O)cc2)c1,-3,1,-3,5,4,-2,6,-6,-31,-16,5
COc1ccc(CNC(=O)C(c2ccncc2)N(C(=O)Cc2cccs2)c2ccccc2C)cc1 (stereo not drawn),7,-9,0,4,3,-3,7,3,-5,3,-15
C/C=C\C(=O)Nc1cccc(C2=NOC3(C2)C[C@@H](C(N)=O)N(C(=O)C2(C)CC2)C3)c1 (stereo partly drawn),-4,-15,8,-5,-11,0,-10,/,-22,-19,6
CCOc1ccc(CCNC(=O)C2CCN(S(=O)(=O)N3CCC(C)CC3)CC2)cc1OCC,6,6,-1,5,-12,-1,-9,-3,-27,-13,17
CN(C)C=NCCn1c(N2CCOCC2)nc2c1c(=O)n(C)c(=O)n2C,8,-2,6,2,2,-14,5,-5,-42,1,4
O=C(Nc1ccc(S(=O)(=O)N2CCCC2)cc1)C1CC(=O)N(c2ccc(F)cc2)C1 (stereo not drawn),4,7,7,19,25,3,-4,-9,4,-12,3
Cc1cccc(Nc2c(-c3ccc(O)cc3)nc3ncccn23)c1,4,-7,-6,-5,1,-2,-8,-5,-51,-59,0

# A section taken from the entries so far:
SMILES,NOD2-RIPK2 inh,SRC1 inh,NCOA3 inh,NR2F2 inh,C8 TRAIL sens,EBV LMP1 NFkB,TLR9-MyD88 inh,Vif imaging,NCOA2 inhibitor,TROY NFkB inh,LRH-1 inv ag
Cc1ccc(S(=O)(=O)N2CCCC(C(=O)NCCC(C)C)C2)cc1 (stereo not drawn),-3,-10,4,7,4,-1,5,-13,12,18,12
Cn1c(=O)c2c(nc(Br)n2CCCc2ccccc2)n(C)c1=O,-11,1,5,6,0,-2,-6,-5,-10,1,3
CCN1C(=O)CC(NC2CCN(C(=O)c3ccc(F)cc3)CC2)C1=O (stereo not drawn),-5,9,14,1,1,1,14,4,-11,14,21
O=C1c2ccccc2C(=O)N1CCCc1nc(-c2ccccc2)no1,-3,5,-6,-20,-7,-3,7,4,-8,3,5
O=S(=O)(c1cccs1)N1CCN(CCOc2ccc(Cl)cc2)CC1,9,17,21,26,9,9,-3,-1,25,30,9
O=C(CSc1ccc(Cl)cc1)Nc1ccc(-c2nc3ccccc3[nH]2)cc1,-15,-27,-18,-8,26,-25,0,16,-19,-20,-16
COc1cccc(NC(=O)CCC2CCN(C(=O)c3c(C)noc3C)CC2)c1,-3,-6,-14,16,-9,0,7,-8,-11,-25,13
CCCCN(C)C(=O)C1CCCN(S(=O)(=O)c2ccc3c(c2)oc(=O)n3C)C1 (stereo not drawn),-1,6,9,2,-8,-4,-6,/,0,2,4
FC(F)(F)c1cccc(NC(=S)N2CCN(c3ccccc3)CC2)c1,-9,8,12,13,-4,-2,1,-14,15,-12,7
Cc1nc(SCC(=O)NC2(C#N)CCCC2)n(CC(C)C)c1C,-3,-20,-3,-8,19,-6,-8,-13,5,-11,-12
